Compound activity: PubChem, several laboratories
XIAP displacement = XIAP antagonists, biochemical, IAP family, fluorescence polarization (AID 1018); displacement, % at 20 µM, or IC50 in µM where a hit was titrated; E3 ubiquitin-protein ligase XIAP (Homo sapiens); XIAP BIR domain, fluorescence polarization peptide displacement; higher % means a stronger effect; 200,000 compounds, 0.007% hits; in the data active = displacement above about 50%; note: a part of the inactive calls stands beside numbers as strong as those of hits
TNAP activators = human TNAP enzyme activators, primary screen, biochemical, luminescent, no phosphate acceptor, uHTS (AID 1001) | purified TNAP, luminescent activation assay, no phosphate acceptor; higher activation fold means a stronger effect | one-dose activation fold at 20 µM; EC50 in µM for titrated hits | 200,000 compounds, 0.03% hits; in the data active = activation fold from about 3, or a potency from the dose series; inactive = the rest, 99 in 100 with activation fold below about 1.6; note: many of its hits are not listed in these tables
PhoP inhibition = inhibitors of PhoP regulon expression, primary screen, Salmonella Typhimurium, GFP reporter (AID 1863) | S. Typhimurium PhoP-regulated promoter GFP reporter, 4 h; higher % means a stronger effect | 300,000 compounds, 0.16% hits | inhibition, % at 50 µM; hits with a dose series show IC50 in µM;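 active = inhibition over 29.93%, a cutoff 3 SD above the screen mean, later confirmed by dose response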;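 note: 0% = low Mg2+ inducing control and 100% = high Mg2+ repressing control; strong numbers were not always called active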
Siah-1 displacement = Siah-1 peptide-binding antagonists, primary screen, biochemical, fluorescence polarization, rhodamine-plectin, uHTS (AID 1817); E3 ubiquitin-protein ligase SIAH1 (Homo sapiens); Siah-1 / rhodamine-plectin peptide fluorescence polarization; higher % means a stronger effect; displacement, % at 20 µM, or IC50 in µM where a hit was titrated; 290,000 compounds, 0.02% hits;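 active = displacement of at least 50% at 20 µM, with a fluorescence ratio check between 0.3 and a set limit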;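 note: plate controls were Siah plus tracer with DMSO for no effect and tracer alone without Siah for full effect; strong numbers were not always called active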
human PMI inhibition = inhibitors of human PMI, primary screen, biochemical, fluorescence intensity, coupled assay (AID 1209); inhibition, % at 20 µM; hits with a dose series show IC50 in µM; 190,000 compounds, 0.42% hits; purified PMI enzyme, coupled fluorescence intensity; higher % means a stronger effect; Mannose-6-phosphate isomerase (Homo sapiens);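 note: plate controls were DMSO vehicle for no effect and wells lacking substrate for full effect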
Myeloid diff 2 = induction of myeloid progenitor differentiation, primary screen, cell-based, flow cytometry, MLPCN library; calls only at 10 µM; AID 624256, 2012; 360,000 compounds, 1% hits; ER-HoxA9 myeloid progenitors, lysozyme-GFP differentiation;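 active = normalized GFP-positive differentiation at or above the plate's own cutoff, the solvent-only control mean plus 3 SD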;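 note: cells exposed to compound for four days before flow analysis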
RSV CPE inhibition = RSV antiviral activity via CPE protection, HEp-2 cells, primary 10 µM value included (AID 2391); CPE inhibition, % at 10 µM; hits with a dose series show IC50 in µM; 310,000 compounds, 0.13% hits; HEp-2 cells, RSV-induced CPE inhibition; higher % means a stronger effect; in the data active = a potency from the dose series; note: strong numbers were not always called active
human PMI inhibitors = human PMI inhibitors, high substrate, primary screen, biochemical, fluorescence intensity, high mannose 6-phosphate (AID 1220) | Mannose-6-phosphate isomerase (Homo sapiens) | recombinant PMI enzyme, coupled fluorescence intensity; higher % means a stronger effect | inhibition, % at 20 µM, or IC50 in µM where a hit was titrated | 190,000 compounds, 0.66% hits
WT yeast gro inh = growth inhibition of WT strain, primary screen, mitochondrial fusion inhibitor project, WT and mutant strains, chemical genetic. inhibition, % at 10 µM. 190,000 compounds, 2.1% hits. mitochondrial fusion phenotypic screen. AID 1362, 2008; in the data active = inhibition above about 58%; tested in S. cerevisiae
WT yeast gro inh mutant strain = also measured in WT yeast gro inh; calls as there; inhibition, %; mitochondrial fusion phenotypic screen, mutant strain inhibition
Myeloid diff 2 GFP+ MAC1+ % = recorded beside Myeloid diff 2, whose call it bears; GFP+ MAC1+ double positive, %; measured here: differentiation confirmed by MAC1 staining
* hit, by the source's call; i = inactive; · = no result given; + = active, no number; & = joins results of further samples. Cut-off read from the data, not from the text of the source, unless noted: active = inhibition above about 50%; inactive = the rest.

SMILES	XIAP displacement	TNAP activators	PhoP inhibition	Siah-1 displacement	human PMI inhibition	Myeloid diff 2	Myeloid diff 2 GFP+ MAC1+ %	RSV CPE inhibition	human PMI inhibitors	WT yeast gro inh	WT yeast gro inh mutant strain
O=C(O)c1ccc(/C=N\Nc2ccc(S(=O)(=O)N3CCOCC3)cc2[N+](=O)[O-])cc1	·	·	-12%	0%	·	i	0.3	1.6%	·	·	·
Cc1ccc(/C=N\NC(=O)Cn2nnc3ccccc32)o1	-2.0%	1.1	7%	2%	2%	i	4.1	0.5%	-2%	1	6
COC(=O)Nc1ccc(S(=O)(=O)N2CCCC(C(=O)Nc3cccnc3)C2)cc1 (stereo not given)	-7.4%	1	14%	-2%	-2%	i	0.2	10%	-7%	1	-8
Cc1ccc(-c2nnc(CSc3nc(C(C)C)nc4sc(C)c(C)c34)o2)cc1	-8.9%	1	0%	-7%	6%	i	1.0	0.8%	5%	9	-11
C=CCOC(=O)CSCC(NC(=O)OC(C)(C)C)C(=O)OCC (stereo not given)	1.4%	0.9	-3%	1%	-1%	i	0.5	5.2%	1%	7	5
CC(C)(C)NC(=O)/C=C/c1cccc(C(F)(F)F)c1	1.4%	1.1	-9%	2%	-7%	i	0.4	4.1%	-13%	-10	-29
CCn1cc(C(=O)OCC(=O)c2cc(C)n(-c3cccc(C(F)(F)F)c3)c2C)c(=O)c2ccc(C)nc21	-6.4%	1.1	-10%	-8%	-7%	i	0.8	5.5%	-11%	68*	0.1*
N#Cc1cc(-c2ccccc2)cnc1Sc1ccccc1	-7.6%	1	-3%	-5%	14%	i	4.7	·	6%	33	13
N#Cc1c(-c2ccccc2)nc(SCc2nc(N)nc(N3CCCCC3)n2)[nH]c1=O	-4.2%	1.1	5%	0%	7%	i	0.4	-0.2%	-3%	-11	3
CC/C(C)=N\Nc1nc(-c2cc3cc(OC)ccc3oc2=O)cs1	·	·	-10%	0%	·	i	0.4	20%	·	·	·
COc1ccccc1C(=O)N/C(=C/c1ccc2c(c1)OCO2)C(=O)Nc1cccc(C(=O)O)c1	·	·	7%	-1%	·	i	3.3	1.0%	·	·	·
CCn1cc(S(=O)(=O)c2ccccc2)c(=O)c2cc(F)c(N3CCN(C)CC3)cc21	·	·	4%	2%	·	i	3.7	0.4%	·	·	·
Cc1ccc(C)c(N2CCN(C(=O)c3ccc(Cn4c(=S)[nH]c5ccc(N6CCOCC6)cc5c4=O)cc3)CC2)c1	-14%	1	-4%	-3%	-32%	i	0.0	-1.6%	16%	-3	-8
CCSCCC(NC1=CC(=O)CC(C)(C)C1)C(=O)O (stereo not given)	-3.1%	1	1%	-2%	3%	+	6.1*	1.7%	0%	8	16
Cc1c2c(nc3nnnn13)CCCC2	-8.3%	1	0%	1%	9%	i	0.7	3.4%	9%	-5	9
CCC1(C)CC(C(N)=S)CCO1 (stereo not given)	·	·	-6%	0%	·	i	0.8	-1.9%	·	·	·
Cc1nnc(NC(=O)CSc2nnc(Cc3cccn3C)n2-c2ccccc2)s1	-1.3%	1	17%	3%	-3%	i	2.3	2.5%	-5%	13	10
CCOc1ccc(CCNC(=O)c2nn(C)c3c2CS(=O)(=O)c2ccccc2-3)cc1OCC	·	·	9%	2%	·	i	1.0	5.2%	·	·	·
Cc1nn(-c2ccccc2)c(C)c1/C=N/n1c(-c2ccccc2Br)n[nH]c1=S	·	·	-23%	0%	·	i	0.4	60%	·	·	·
COc1ccccc1N1CCN(/N=C/c2cc(OC)c(OC(C)=O)c(OC)c2)CC1	·	·	-5%	3%	·	i	0.6	1.2%	·	·	·
CCOC(=O)CSc1nnc([C@H](Cc2ccccc2)NC(=O)OC(C)(C)C)o1	-6.8%	1.1	8%	2%	-9%	i	1.3	0.3%	-16%	23	12
COC(=O)CCSCC(=O)Nc1ccc(C)c(S(=O)(=O)N2CCCCC2)c1	·	·	-7%	-4%	·	i	1.0	3.4%	·	·	·
Cc1cccc(N2C(=O)CC(N3CCN(C(=O)c4ccccc4)CC3)C2=O)c1 (stereo not given)	-7.4%	1.1	1%	2%	17%	i	1.0	0.1%	15%	-14	-5
O=C(NCCc1ccccc1)C1CCN(C2CCN(C(=O)CC3=CCCCC3)CC2)CC1	-7.2%	1.1	4%	1%	12%	i	0.4	0.3%	10%	-1	-1
Cc1c(C2(c3c(C)n(C)n(-c4ccccc4)c3=O)C(=O)Nc3ccc(F)cc32)c(=O)n(-c2ccccc2)n1C	-11%	1.1	-3%	0%	-13%	i	0.8	2.2%	-6%	13	17
CCc1cc(=S)n2c([nH]c3ccccc32)c1C#N	-3.5%	1	-2%	1%	-25%	i	0.9	6.5%	-12%	3	13
CC1CCN(CCCNC(=O)CCNC(=O)Cn2cnc3ccccc3c2=O)CC1	·	·	9%	-1%	·	i	2.2	1.3%	·	·	·
O=C(CSc1cccs1)NCCc1ccccc1	-2.6%	1.2	3%	8%	-12%	i	0.7	1.4%	-10%	-6	-6
N#CC(C(=O)Nc1ccccc1)=C1Nc2ccccc2N1	-3.3%	1.1	-41%	-6%	11%	i	0.4	1.1%	5%	-12	-9
O=C(Cc1ccc([N+](=O)[O-])cc1)N/N=C/c1ccco1	-3.8%	1	9%	0%	-3%	i	1.0	1.8%	-8%	2	-4
O=C(Nc1ccc2c(c1)OCO2)C1CCCN1C(=O)NCc1ccccc1 (stereo not given)	-5.2%	1.1	3%	1%	0%	i	0.8	0.8%	1%	-7	-4
CCCc1nn(C)c(C(=O)Nc2ccccc2)c1Cl	-3.8%	1.1	4%	13%	12%	i	0.7	4.7%	3%	-2	-7
Cc1ccc(Cl)cc1NC(=O)CC1NCCNC1=O (stereo not given)	-0.6%	1.1	3%	9%	2%	i	1.0	-0.7%	6%	-10	0
CCN1CCN(Cc2ccc(NC(=O)c3cc(NC(=O)N4CCNC4=O)cc(OC)c3)cc2C(F)(F)F)CC1	·	·	-9%	-1%	·	i	0.4&0.3	19%	·	·	·
CCCNC(C)C(=O)Nc1ccccc1C (stereo not given)	1.0%	1.1	-4%	6%	4%	i	2.4	-0.1%	4%	0	11
CCN(C(=O)CSc1nnc(Nc2ccccc2C)s1)C1CCS(=O)(=O)C1 (stereo not given)	-12%	1.1	-16%	2%	13%	i	0.5	0.4%	10%	-5	1
COc1cc(/C=C/C(=O)O)ccc1OS(=O)(=O)c1ccc(C)cc1	-9.7%	1.1	2%	-1%	-13%	i	0.3	3.0%	-8%	8	-6
Cc1ccc(NC(=O)c2ccc(NC3=NC4CS(=O)(=O)CC4S3)cc2)cc1 (stereo not given)	·	·	-2%	-3%	·	i	1.1	3.9%	·	·	·
Cc1occc1C(=O)OCC(=O)Nc1ccc(F)cc1	-2.6%	1	2%	-5%	-4%	i	0.4	1.3%	6%	2	14
Cc1ccccc1C(=O)Oc1ccc2ccc(O)cc2c1	·	·	5%	-5%	·	i	0.5	-0.1%	·	·	·
O=C(c1ccccc1)c1cc(-c2ccccn2)c(N2CCOCC2)s1	-3.5%	1.1	7%	2%	13%	i	0.7	-1.6%	5%	-13	-15
Cc1ccc(C)n1NC(=O)c1ccccc1	-17%	1.1	8%	1%	-4%	i	0.8	1.1%	-3%	-2	5
Cc1ccc(O)c(CO)n1	·	·	1%	2%	·	i	0.7	3.2%	·	·	·
Cc1nn(-c2ccc(C(=O)O)cc2)c(=O)c2ccccc12	-4.2%	1.1	-3%	-9%	-4%	i	0.5	1.0%	-2%	-7	10
O=C(CCc1nnc(Cc2c[nH]c3ccccc23)o1)NCC1CC12CCCCC2 (stereo not given)	-6.8%	1.1	3%	-2%	5%	i	2.0	2.2%	6%	0	-9
CCOc1ccccc1/C=c1\sc2ncnn2c1=O	-4.2%	0.8	-11%	-3%	1%	i	1.6	0.6%	2%	-9	4
Cc1ccc(NC(=O)Cc2nnc(SCC(=O)Nc3nncs3)n2C)c(C)c1	·	·	8%	8%	·	i	0.4	0.7%	·	·	·
O=C(O)c1ccc(NC(=S)NC(=O)c2ccc3ccccc3c2)cc1	·	·	-10%	1%	·	i	1.6	2.5%	·	·	·
O=C(NCCc1ccccn1)c1cccc(S(=O)(=O)N2CCc3ccccc32)c1	-4.9%	1.1	3%	-1%	-16%	i	0.3	3.3%	-8%	-10	-14
COc1ccc(C2C(C#N)=C(N)OC3=C2C(=O)CCC3)cc1Cn1cc([N+](=O)[O-])cn1 (stereo not given)	-7.8%	1.1	31%	10%	11%	i	0.2	1.5%	3%	7	-3
FC(F)Oc1ccccc1/C=N/n1cnc2ccccc21	3.4%	1.1	6%	0%	1%	i	0.3	22%	5%	13	18
O=C(Cc1c(F)cccc1Cl)Nc1ccccc1C(=O)N1CCOCC1	·	·	-4%	0%	·	i	0.3	1.8%	·	·	·
CCC(=O)Nc1ccc(C2=Nn3c(nnc3C(C)C)SC2)cc1	·	·	-3%	1%	·	i	0.6	3.0%	·	·	·
COC(=O)C1=C(C)N(Cc2ccc3c(c2)OCO3)C(=O)C1	-4.8%	1.1	-5%	3%	-2%	i	0.6	-1.6%	-5%	-16	-7
O=C1C2C3c4ccccc4C(c4ccccc43)C2C(=O)N1/N=C/c1cccc(O)c1 (stereo not given)	-2.6%	1.1	4%	2%	19%	i	0.8	1.7%	18%	6	3
Cc1cc(/C=N/NC(N)=S)c(C)n1-c1ccc(Cl)c(Cl)c1	-2.7%	1.1	43%	-2%	21%	i	0.3	0.8%	39%	63	77
CN(Cc1ccccc1)C(=O)CCS(=O)(=O)c1ccc2c(c1)n(C)c(=O)c(=O)n2C	0.2%	1.1	2%	7%	14%	i	2.1	0.1%	20%	12	8
COc1ccccc1C(=O)N/C(=C\c1cn(C)c2ccccc12)C(=O)NCCCn1ccnc1	·	·	-5%	17%	·	i	0.7	1.1%	·	·	·
O=C(O)c1sccc1NC(=O)c1c(Cl)cccc1Cl	·	·	3%	3%	·	i	0.3	0.8%	·	·	·

An excerpt of these results, with each value named:
> CC(C)(C)NC(=O)/C=C/c1cccc(C(F)(F)F)c1
  XIAP displacement = 1.4%; TNAP activators = 1.1; PhoP inhibition = -9%; Siah-1 displacement = 2%; human PMI inhibition = -7%; Myeloid diff 2 = i; Myeloid diff 2 GFP+ MAC1+ % = 0.4; RSV CPE inhibition = 4.1%; human PMI inhibitors = -13%; WT yeast gro inh = -10; WT yeast gro inh mutant strain = -29
> COC(=O)Nc1ccc(S(=O)(=O)N2CCCC(C(=O)Nc3cccnc3)C2)cc1 (stereo not given)
  XIAP displacement = -7.4%; TNAP activators = 1; PhoP inhibition = 14%; Siah-1 displacement = -2%; human PMI inhibition = -2%; Myeloid diff 2 = i; Myeloid diff 2 GFP+ MAC1+ % = 0.2; RSV CPE inhibition = 10%; human PMI inhibitors = -7%; WT yeast gro inh = 1; WT yeast gro inh mutant strain = -8
> FC(F)Oc1ccccc1/C=N/n1cnc2ccccc21
  XIAP displacement = 3.4%; TNAP activators = 1.1; PhoP inhibition = 6%; Siah-1 displacement = 0%; human PMI inhibition = 1%; Myeloid diff 2 = i; Myeloid diff 2 GFP+ MAC1+ % = 0.3; RSV CPE inhibition = 22%; human PMI inhibitors = 5%; WT yeast gro inh = 13; WT yeast gro inh mutant strain = 18
